Screening results from PubChem BioAssay.
Anthrax LF prot = blocks Bacillus anthracis lethal factor protease; inhibition, % at 10 µM; AID 588501; multiplex microsphere protease cleavage assay, LF; P15917; 0.12% of 360,000 active; further: plate controls were buffer without enzyme for full effect and enzyme alone for no effect
Target sequence (P15917 whole entry, looked up): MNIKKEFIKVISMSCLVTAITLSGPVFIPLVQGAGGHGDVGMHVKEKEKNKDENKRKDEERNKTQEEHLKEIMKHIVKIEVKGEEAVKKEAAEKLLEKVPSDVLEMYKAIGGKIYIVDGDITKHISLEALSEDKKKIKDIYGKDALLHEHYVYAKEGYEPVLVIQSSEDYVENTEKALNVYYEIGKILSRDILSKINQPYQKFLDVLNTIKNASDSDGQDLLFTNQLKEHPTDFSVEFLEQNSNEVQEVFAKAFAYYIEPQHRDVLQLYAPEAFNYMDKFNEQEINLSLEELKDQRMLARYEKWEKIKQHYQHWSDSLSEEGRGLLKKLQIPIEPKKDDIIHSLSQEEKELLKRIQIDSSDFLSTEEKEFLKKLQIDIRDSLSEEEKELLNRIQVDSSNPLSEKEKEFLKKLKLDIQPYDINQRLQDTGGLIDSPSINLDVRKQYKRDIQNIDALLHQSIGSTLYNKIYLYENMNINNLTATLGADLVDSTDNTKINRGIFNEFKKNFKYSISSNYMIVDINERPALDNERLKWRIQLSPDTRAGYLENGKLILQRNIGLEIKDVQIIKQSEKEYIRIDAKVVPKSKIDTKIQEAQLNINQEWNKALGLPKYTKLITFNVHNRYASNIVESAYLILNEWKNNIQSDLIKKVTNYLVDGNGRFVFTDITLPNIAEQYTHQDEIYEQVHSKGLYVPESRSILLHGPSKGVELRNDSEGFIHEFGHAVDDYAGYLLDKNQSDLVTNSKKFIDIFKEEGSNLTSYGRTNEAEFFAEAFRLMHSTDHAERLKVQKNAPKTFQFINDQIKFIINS
PriA SSB inh = inhibitors of Klebsiella pneumoniae PriA binding to SSB C-terminal tail. AlphaScreen SSBct-PriA binding, biotinylated peptide. 0.6% of 430,000 active. inhibition, % at 33 µM; in the data active means inhibition mostly above about 37%, no sharp cut-off; inactive means mostly below about 20%;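 further: plate controls were negative control peptide for no effect and reference peptide for full effect; strong numbers were not always called active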
BoNT-F LC inh = inhibitors of Botulinum neurotoxin F light chain protease. Multiplex microsphere protease cleavage assay, flow cytometry. inhibition, % at 10 µM. 0.22% of 360,000 active. AID 588497; in the data active means inhibition above about 35%, passing the limit was not always enough; inconclusive means no clear call, values can overlap the other calls; further: plate controls were buffer without enzyme for full effect and enzyme alone for no effect
PrPC surface inh = cell surface PrPC inhibition, primary TR-FRET screen | 0.43% of 370,000 active | inhibition, % at 13.8 µM | P04156 | AID 720596 | TR-FRET read-out; in the data active means inhibition above about 24%; further: 0% = median of the test wells and 100% = reference compound wells
SARS 3CLpro inh = SARS-CoV 3CLpro protease inhibition | P0C6X7 | recombinant SARS-CoV 3CLpro, quenched FRET peptide cleavage | inhibition, % at 6 µM | 0.14% of 290,000 active; in the data active means inhibition above about 12%
MazF activator = activators of E. coli MazEF toxin-antitoxin RNase | P0AE70 | FAM/BHQ RNA-DNA oligo cleavage fluorescence, 5 h | activation, % at 20 µM | 0.32% of 350,000 active | AID 504720; in the data active means activation above about 50%
Target sequence (P0AE70 whole entry, looked up): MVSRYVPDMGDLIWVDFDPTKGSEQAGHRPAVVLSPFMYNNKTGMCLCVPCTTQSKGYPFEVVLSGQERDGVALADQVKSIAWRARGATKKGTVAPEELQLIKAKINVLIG
BoNT-A LC inh2 = inhibitors of Botulinum neurotoxin A light chain protease; multiplex microsphere protease substrate cleavage, flow cytometry; inhibition, % at 10 µM; 0.17% of 360,000 active; further: plate controls were buffer without enzyme for full effect and enzyme alone for no effect
DUSP3 inh = DUSP3 (human) phosphatase inhibition; P51452; recombinant VHR phosphatase, pNPP absorbance; inhibition, % at 13.3 µM; 0.52% of 290,000 active; AID 1654; in the data active means inhibition above about 50%; further: some compounds called inactive have numbers as strong as hits
CCHFV vOTU inh = CCHFV vOTU protease inhibition; Pep-AMC fluorescence; AID 651958; inhibition, % at 11.5 µM; 0.55% of 370,000 active; in the data active means inhibition above about 30%; further: 0% = vehicle wells with enzyme and 100% = no enzyme wells
Rv3671c protease = inhibitors of M. tuberculosis serine protease Rv3671c; P9WHR9; 0.048% of 320,000 active; inhibition, % at 5.96 µM; in the data active means inhibition above about 38%;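 further: extracellular domain of Rv3671c used as enzyme; 0% = enzyme with DMSO and 100% = no enzyme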
An asterisk follows results filed as active; ? = inconclusive; nt = no result given. Unless noted, no stated cut-off is given here; in the data, active means inhibition above about 30%; inconclusive means no clear call, values can overlap the other calls; inactive means below that.

SMILES	Anthrax LF prot	PriA SSB inh	BoNT-F LC inh	PrPC surface inh	SARS 3CLpro inh	MazF activator	BoNT-A LC inh2	DUSP3 inh	CCHFV vOTU inh	Rv3671c protease
CC(=O)c1ccc(OCC(=O)NC2CCS(=O)(=O)C2)cc1 (centres undefined)	-0.8	4.6	-10.5	1.9	1.3	-3.3	0.0	-4.7	-6.7	-3.0
COc1ccc(S(=O)(=O)N(CC(=O)NCc2ccccn2)c2ccc(Cl)cc2)cc1	-12.3	4.2	-24.0	0.5	-0.6	-31.4	-1.0	21.5	12.0	-14.7
O=C(NC1CCCC1)c1ccc(CS(=O)(=O)Cc2ccccc2F)o1	-2.3	-2.7	0.5	-4.3	-2.3	4.9	0.0	16.6	8.1	-0.2
COc1ccc(NC(=O)C(c2cc3c(cc2[N+](=O)[O-])OCO3)N(C)C)cc1 (centres undefined)	-4.7	18.3	-8.6	-2.7	-3.1	-1.3	-1.2	7.4	-17.2	19.2
COc1ccccc1NC(=O)CC(=O)CSc1nnc(-c2ccc(C)cc2)n1-c1ccccc1	-1.9	8.2	-2.1	6.4	8.2	-3.5	-0.1	23.7	10.0	-4.4
CC(C)(C)C(=O)N(Cc1nc2ccccc2c(=O)[nH]1)Cc1cccs1	-4.4	-7.3	-12.3	4.7	-4.2	0.5	-0.5	17.7	-0.9	-2.0
Cc1ccc(-c2noc(CCC(=O)N3CCCC3)n2)cc1	-8.4	-21.3	?	-0.8	2.2	4.0	-0.9	18.2	-2.3	7.1
C=CCn1c(SCC(=O)NC(=O)NCc2ccco2)nc2sc(C)c(C)c2c1=O	-1.8	7.7	-1.7	13.2	-1.6	-19.3	-1.8	35.9	11.0	-12.6
CC(C)C[C@H](NC(=O)[C@@H]1Cc2c([nH]c3ccccc23)C2c3ccccc3C(=O)N21)C(=O)NCC1CCCO1 (some centres undefined)	-5.5	-6.0	-13.3	-0.8	0.4	-5.0	0.6	-6.8	8.2	-5.4
COc1ccccc1-n1cnc2cc(C(=O)NC3CCCC3)ccc21	-1.2	-9.5	-5.9	-0.6	-0.2	6.0	0.4	5.1	-9.5	1.8
CC(C)(O)c1[nH]c2cc(F)ccc2c1C(C)(C)O	1.0	-7.1	6.8	0.8	-0.8	6.0	-0.1	16.6	-9.8	-9.8
Cc1ccc(/C=N/NC(=O)CCCOc2ccc(Cl)cc2Cl)cc1[N+](=O)[O-]	-0.1	nt	-4.9	-0.4	-1.9	8.2	-0.1	43.2	-1.0	5.1

Molecules from the list above that contain an aryl thioether with sulfur outside any ring (two):
SMILES	Anthrax LF prot	PriA SSB inh	BoNT-F LC inh	PrPC surface inh	SARS 3CLpro inh	MazF activator	BoNT-A LC inh2	DUSP3 inh	CCHFV vOTU inh	Rv3671c protease
COc1ccccc1NC(=O)CC(=O)CSc1nnc(-c2ccc(C)cc2)n1-c1ccccc1	-1.9	8.2	-2.1	6.4	8.2	-3.5	-0.1	23.7	10.0	-4.4
C=CCn1c(SCC(=O)NC(=O)NCc2ccco2)nc2sc(C)c(C)c2c1=O	-1.8	7.7	-1.7	13.2	-1.6	-19.3	-1.8	35.9	11.0	-12.6

Carrying on:
SMILES	Anthrax LF prot	PriA SSB inh	BoNT-F LC inh	PrPC surface inh	SARS 3CLpro inh	MazF activator	BoNT-A LC inh2	DUSP3 inh	CCHFV vOTU inh	Rv3671c protease
COc1ccc2[nH]cc(CCNC(=O)c3ccc4ccccc4n3)c2c1	-9.2	19.3	-22.6	-2.8	-2.4	8.5	-7.5	30.3	9.7	-3.6
COc1ccc2oc(C(=O)NC3(C)CCS(=O)(=O)C3)c(C)c2c1 (centres undefined)	-0.5	-10.0	0.5	-1.3	nt	-1.5	3.8	nt	-6.1	-2.8
CCOC(=O)c1c(CCl)nc2ccccc2c1C	-3.4	-6.2	-2.4	17.0	-2.8	1.6	-1.2	12.3	9.7	-0.8
COc1cccc(NC(=S)NC(=O)Cc2ccc(Cl)cc2)c1	-8.5	-15.8	19.3	6.5	1.3	-28.8	-0.9	38.8	11.9	-10.1
O=C(NC1CC1)c1ccc2sc([C@H]3C[C@H](O)[C@@H](CO)O3)nc2c1	-9.8	nt	-9.0	-4.8	nt	nt	-0.6	nt	-3.2	nt
Cn1c(=O)c2c(nc(CN3CCc4ccccc4C3)n2Cc2cccc(Cl)c2)n(C)c1=O	-3.1	4.3	-0.4	15.7	-1.0	2.9	0.4	1.2	15.9	-11.5
O=C(CC1CC2CCC1C2)N1CCN(S(=O)(=O)c2ccc(C(F)(F)F)cc2)CC1 (centres undefined)	-5.7	nt	-3.5	-3.3	nt	5.5	-0.2	nt	3.7	nt
O=C(Nc1cccnc1)c1ccccc1F	-5.5	-12.2	-11.8	-6.7	-1.2	6.0	-1.3	4.9	-2.1	7.8
CC(C)CN(C(=O)CSc1nc2ccccc2o1)c1c(N)n(Cc2ccccc2)c(=O)[nH]c1=O	2.3	-2.7	2.2	1.6	nt	-14.0	-0.7	nt	4.7	4.7
c1ccc(-c2nnc(SCc3cn4ccsc4n3)o2)cc1	0.0	-3.6	11.6	1.5	0.8	-7.1	-0.4	17.3	3.9	8.8
O=c1oc(-c2cccs2)nc2sc3c(c12)CCCC3	7.9	-11.5	-18.7	-5.3	6.6	0.0	-0.5	24.9	-8.4	1.2
CC(C)CCNS(=O)(=O)c1ccc(-c2ccc(S(=O)(=O)NCCC(C)C)cc2)cc1	-1.1	3.7	-2.4	6.4	-0.3	2.2	-0.4	-8.0	8.8	0.1
O=C(NOCc1ccccc1)c1cccc([N+](=O)[O-])c1	-6.7	-11.2	7.6	-15.6	nt	11.1	0.2	nt	-3.9	nt
COc1ccc(OC)c(-n2c(=S)[nH]c3cc(C(=O)NCCCN4CCCC4=O)ccc3c2=O)c1	nt	nt	nt	-0.2	4.3	nt	nt	14.0	9.3	3.3
CCN(CC)C(=O)c1cn(CC)c(=O)c2cc(OC)c(OC)cc12	-2.7	-9.6	-8.1	0.1	0.8	-4.2	-1.0	22.7	4.3	-0.7
C/C(=N\N1CCN(c2ccc(Cl)cc2)CC1)c1ccco1	-1.0	nt	-1.4	6.6	-3.8	-4.9	0.3	-4.1	-8.7	2.6
O=C(COC(=O)C1CC2C=CC1C2)Nc1ccccc1 (centres undefined)	-1.8	-4.9	-5.2	-5.4	2.1	3.4	0.0	-9.6	-19.7	-5.1
S=C1NCN(Cc2ccco2)CN1	-11.6	-10.5	-1.3	-0.1	-2.9	2.4	-1.8	5.1	-8.3	0.1
O=C(CS(=O)(=O)c1ccccc1)Nc1nc(-c2ccc(F)cc2)cs1	2.9	7.0	6.6	10.2	-0.8	8.7	0.0	22.7	2.0	-97.3
Cc1ccc(C2(C)NC(=O)N(CCOc3ccccc3)C2=O)cc1 (centres undefined)	-0.9	-14.7	0.6	3.5	-2.0	-3.3	0.2	44.8	0.9	0.9
CCSc1c(C(=O)NC)ccc2c1C(=O)c1ccccc1C2=O	-4.0	-6.5	-0.8	-34.4	1.4	7.0	0.8	6.0	-7.0	-6.7
CC(C)(C)c1ccc(CN(Cc2ccccc2)C(c2ccccn2)c2nnnn2C(C)(C)C)cc1 (centres undefined)	-3.4	-8.6	-13.2	1.5	4.5	0.8	-0.9	25.4	12.9	0.4
COc1ccc(CCNC(=O)Nc2nc(C(N)COCc3ccccc3)cs2)cc1OC (centres undefined)	-7.7	nt	-7.8	-10.6	nt	nt	0.1	nt	9.2	nt
C=C1CC[C@@]23CC[C@]4(C)[C@@](OC2=O)([C@@H]3C1)[C@H]1O[C@H]1C1[C@@]2(C)CC[C@H](O)C(C)(C)C2CC[C@]14C (some centres undefined)	0.5	-8.9	-3.6	nt	nt	4.7	-0.5	nt	nt	-23.7
O=C(NCCc1ccccc1)c1nc(-c2cccs2)no1	0.5	-19.3	-0.8	3.7	3.6	-2.6	0.1	21.2	-2.9	-3.7
COc1ccc(-c2cc(C(F)(F)F)nc(N3CCCCCC3)n2)cc1	-2.2	-62.4	-4.0	0.6	0.8	1.3	-0.7	17.4	-0.8	-4.0
CCC(CO)Oc1cc(NCc2cc(C)cc(C)c2)c2ncn(C(C)C)c2c1 (centres undefined)	1.4	55.3*	-7.7	0.8	nt	-0.7	-0.2	nt	8.2	-1.6
COc1ccc(NC(=S)NNC(=O)OC(C)(C)C)cc1OC	-2.8	4.4	-3.8	8.1	3.2	-0.9	?	7.8	10.8	0.4
CC(C)n1cc(CN2CCCC(C(=O)Nc3cccc(-c4cc5ccccc5[nH]4)c3)C2)cn1 (centres undefined)	-6.6	26.2	-7.3	-16.1	0.3	-7.2	-0.3	-3.6	16.8	-0.2
COc1cc(C(=O)NC(=S)Nc2ccc(Cl)cn2)cc(OC)c1OC	-1.0	11.9	2.0	-7.5	2.6	-7.7	0.2	5.7	2.0	-12.7
Cc1ccc(N2CC(C(=O)OCc3ccccc3F)CC2=O)cc1 (centres undefined)	-2.9	-21.9	-20.2	-1.5	-2.4	1.9	-0.8	13.2	9.2	5.4
COc1ccc([C@H]2[C@H](C(=O)C(C)(C)C)N3N=Cc4ccccc4C3C23C(=O)OC(C)(C)OC3=O)cc1 (some centres undefined)	1.8	-5.4	6.0	-0.9	1.4	9.5	2.2	11.1	8.1	-12.4
Cc1ccc(S(=O)(=O)N(CC(=O)O)Cc2ccco2)cc1	1.6	6.2	-5.1	-2.8	-0.1	11.8	0.8	12.7	4.9	6.0
CC1(C(=O)Nc2ccc(Cl)c(Cl)c2)CCN1C(=O)CC(c1ccccc1)c1ccccc1 (centres undefined)	2.6	nt	-1.1	-7.3	nt	nt	-0.5	nt	16.0	nt
Nn1c(Cc2cccc3ccccc23)nnc1SCc1ccccc1Cl	-1.0	-5.0	3.2	1.2	-4.3	1.0	-0.1	10.5	5.3	3.7
CCc1cc(=O)[nH]c(SCC(=O)N2CCCC2)n1	-4.0	-15.8	8.8	-6.1	nt	-0.9	0.4	nt	-7.8	10.2
CCCn1nc(C(=O)NC2CCCC2)c2ccccc2c1=O	-4.7	-7.6	-14.8	4.4	nt	-6.5	-2.6	nt	1.9	1.7
N#CC1(Cc2ccc(Cl)cc2)c2ccccc2C=CN1C(=O)c1ccccc1 (centres undefined)	-2.4	10.8	-6.9	-3.9	-2.0	-2.9	-0.5	14.5	-3.2	-11.8
COc1ccccc1NC(=O)N1CCCC1C(=O)NCc1ccc(F)cc1 (centres undefined)	-13.5	-0.2	1.9	-2.7	-2.0	5.7	2.1	7.0	-12.0	1.9
C/C(=N\NC(=S)NCc1ccccc1)c1ccc2ccccc2c1OC(F)F	-2.3	nt	0.2	0.5	2.2	1.1	0.0	-15.4	13.0	-18.6
CC(=O)c1cc(CN2CCN(C3CCCCC3)C(CCO)C2)cs1 (centres undefined)	-1.7	4.4	-1.6	-5.9	-4.4	0.4	-0.2	3.4	-4.0	8.5
CCc1c(C)nc(N)nc1Cl	-5.9	0.9	3.6	7.4	-1.4	1.9	0.9	4.8	7.5	7.2
COC(=O)c1cccc(NC(=O)c2ccccc2)c1	5.4	-8.0	?	-2.6	2.2	8.7	?	5.4	-4.7	-9.0
CSc1ccc(CN(C)CC(=O)Nc2c(F)cccc2F)cc1	2.8	-4.6	1.2	3.1	-2.1	-0.9	-0.6	34.0	-14.8	1.7
O=C(NCc1nc2ccccc2[nH]1)C1=C[C@@H](C2CCCCC2)C[C@@H](OCc2ccc(CO)cc2)O1	-6.6	0.2	-18.7	-6.1	6.0	-1.0	-1.2	-0.5	7.3	-16.4
Cc1ccc(C)c(OC2=NS(=O)(=O)c3ccccc32)c1	-6.8	-22.0	-8.6	2.8	2.3	-5.0	-0.3	15.8	-4.4	-6.5

Looked up above:
COC(=O)c1cccc(NC(=O)c2ccccc2)c1 in Rv3671c protease is entered as -9.0
C/C(=N\NC(=S)NCc1ccccc1)c1ccc2ccccc2c1OC(F)F in MazF activator is entered as 1.1
CCCn1nc(C(=O)NC2CCCC2)c2ccccc2c1=O in PriA SSB inh is entered as -7.6

A portion of the library; rates above refer to the full screens.
